TROY signal inh = blocks TROY-dependent signaling in reporter cells. Q293 LMP1-TROYcd NF-kB luciferase reporter, 4 h. inhibition, % at 10 µM. 360,000 tested, 0.98% active;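 active = compounds whose plate-normalised and pattern-corrected inhibition of the luciferase reporter signal at the single screening dose is 50% or more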
TRPM1 prom inh = inhibitors of MITF-driven TRPM1 promoter in melanoma cells; SK-MEL-5 TRPM1 promoter luciferase, 24 h; 330,000 tested, 0.83% active; inhibition, % at 12.5 µM;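 active = mean inhibition across replicates of 60% or more, whatever share of single replicates reaches that level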; note: values of inactives mirror those of a sister screen read the other way
TWEAK-Fn14 inh = inhibitors of TWEAK-Fn14 interaction signaling; TWEAK-stimulated Fn14 reporter cells, luciferase luminescence, 8 h; inhibition, % at 10 µM; 360,000 tested, 2% active; in the data active = inhibition above about 50%
NR2E3 ag-1 = agonists of human nuclear receptor NR2E3 | inhibition of corepressor binding, % at 4.78 µM | 320,000 tested, 0.12% active | Q9Y5X4 | AID 2300 | GST-NR2E3/biotin-RetCOR TR-FRET, 1536-well;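 active = percent inhibition above the cutoff of mean plus 3 SD of all tested compounds, set per screening campaign, cut at about 20% in these data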;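 note: 0% = DMSO wells and 100% = biotin wells as full block of FRET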
Target sequence (Q9Y5X4 whole entry, looked up): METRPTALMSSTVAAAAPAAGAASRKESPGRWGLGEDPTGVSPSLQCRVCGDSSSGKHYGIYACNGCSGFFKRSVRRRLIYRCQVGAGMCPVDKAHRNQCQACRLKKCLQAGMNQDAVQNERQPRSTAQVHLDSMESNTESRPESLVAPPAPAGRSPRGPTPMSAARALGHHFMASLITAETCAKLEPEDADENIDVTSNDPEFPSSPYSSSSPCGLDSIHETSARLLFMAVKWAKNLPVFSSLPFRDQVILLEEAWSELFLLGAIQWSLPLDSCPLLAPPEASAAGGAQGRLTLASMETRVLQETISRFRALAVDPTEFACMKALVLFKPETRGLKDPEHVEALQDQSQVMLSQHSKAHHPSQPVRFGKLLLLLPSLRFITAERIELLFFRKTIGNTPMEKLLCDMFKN
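system = GST-tagged NR2E3 plus biotinylated RetCOR corepressor | input = 1.35 nM GST-NR2E3 | also added = 7 nM biotin-RetCOR | schedule = 5 h incubation at 4 °C | measured by = TR-FRET with europium anti-GST and streptavidin-D2, 340 nm excitation | read-out = percent loss of FRET ratio relative to control wells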
Shn3 3UTR inh = Schnurri-3 reporter inhibition in Clone20 osteoblasts. inhibition, % at 12.5 µM. Clone20 osteoblast Shn3 3'UTR firefly luciferase, 24 h. 360,000 tested, 0.52% active. AID 588674;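 active = mean inhibition of at least 75% with every replicate also reaching 75%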;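 note: 0% = median of neutral control wells and 100% = pilot-screen positive control compound; some compounds past the cut are filed as inactive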
Peg3 promoter = inhibitors of Peg3 promoter | 360,000 tested, 1.7% active | AID 588405 | inhibition, % at 20 µM | HeLa PEG-Prom luciferase reporter, luminescence, overnight;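 active = inhibition of at least 50% at 20 µM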
NR2E3 ag-2 = human photoreceptor-specific nuclear receptor agonism | Q9Y5X4 | CHO-S Gal4-NCOR/VP16-NR2E3 two-hybrid, luciferase | inhibition of corepressor binding, % at 3.98 µM | AID 602229 | 360,000 tested, 0.35% active;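 active = inhibition above the mean of all tested compounds plus 3 SD, cut at about 70% in these data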;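 note: 0% = DMSO with NR2E3 transfected cells and 100% = cells lacking NR2E3 construct; higher means lower luciferase signal from less NR2E3 corepressor binding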
TRAIL sens C8 = sensitizes caspase-8 expressing cells to TRAIL. NB7+C8 cells + TRAIL, ATPlite viability luminescence. inhibition (viability loss, TRAIL sensitization), % at 10 µM. 360,000 tested, 1% active. AID 624354;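 active = compounds causing at least 50% loss of cell viability in the single-dose screen, relative to plate controls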
HIF-2a inh = blocks HIF-2a reporter activity; 786-0 RCC cells HIF-2a reporter, luciferase luminescence, overnight; inhibition, % at 18.8 µM; 360,000 tested, 0.72% active; AID 624352;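 active = inhibition of the luminescence signal of 40% or more relative to plate controls, in a single-dose primary screen at 18.75 µM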
KKLEB tox = CF airway cell cytotoxicity counter-screen; activity change (cytotoxicity), % at 5 µM; AID 602141; 360,000 tested, 0.36% active; KKLEB CF airway cells viability, ATPlite luminescence, overnight; active compounds read low; cells stimulated with P. aeruginosa culture filtrate;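 active = corrected activity change at or below -50% at 5 µM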
CF NFkB block = blocks PAF-induced NF-kB reporter in cystic fibrosis cells | KKLEB NF-kB-GFP reporter, GFP fluorescence overnight | inhibition, % at 5 µM | 360,000 tested, 0.86% active | AID 588850;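 active = at least 50% inhibition at 5 µM, scaled per plate between neutral and stimulator controls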;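 note: PAF is a Pseudomonas aeruginosa culture filtrate used as stimulus; plate controls were PAF-stimulated DMSO wells for no effect and unstimulated DMSO wells for full effect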
* = called active by the depositor; . = no result given. The list is partial. The share of hits here may be higher or lower than overall.

SMILES | TROY signal inh | TRPM1 prom inh | TWEAK-Fn14 inh | NR2E3 ag-1 | Shn3 3UTR inh | Peg3 promoter | NR2E3 ag-2 | TRAIL sens C8 | HIF-2a inh | KKLEB tox | CF NFkB block
Cn1c(N)c(C(=O)COC(=O)C2CCC(C(C)(C)C)CC2)c(=O)n(C)c1=O (stereo unspecified) | 20 | 0 | 16 | 0 | 18 | 15 | 1 | 14 | 10 | -12 | 7
CC(C)(C)n1ncc2c(=O)n(Cc3ccc(Cl)cc3Cl)cnc21 | . | 4 | 27 | -3 | 27 | 5 | 12 | 7 | -21 | -15 | 25
CC(C)Cn1c(N2CCN(C(=O)/C=C/c3ccccc3)CC2)nc2ccccc21 | 15 | 14 | 11 | -1 | 9 | 22 | -15 | -1 | 12 | -7 | 22
Cc1ccc(CNC(=O)c2cc(=O)c3ccc(C)cc3o2)cc1 | 14 | -2 | 10 | 1 | 23 | 8 | -18 | 9 | 20 | 4 | 4
CSc1ccccc1NC(=O)CN(C)CC(=O)Nc1ccc(S(=O)(=O)N2CCCC2)cc1 | 3 | -1 | 5 | . | -15 | 3 | 12 | -1 | 7 | 18 | 1
CCN1CCN(CCCNC(=O)C2c3ccccc3C(=O)N(C)C2c2ccc(OC)cc2)CC1 (stereo unspecified) | -6 | 2 | 6 | 5 | -13 | 3 | -14 | 10 | 10 | -1 | -1
CCOC(=O)c1ccc2ncc(C(=O)OCC)c(NCc3ccco3)c2c1 | -48 | -24 | 9 | 5 | -1 | -43 | -53 | -10 | -129 | 1 | -4
Cc1ccc(NC(=S)N2CCCCCC2)c(C)c1 | 1 | -17 | -10 | 1 | 2 | -48 | -33 | 6 | -67 | 3 | -4
O=C(NCc1ccccc1)c1ccc(Cn2cc(C(F)(F)F)ccc2=O)cc1 | -13 | 13 | -9 | -3 | 1 | 7 | -26 | -18 | 12 | -6 | -1
CC(NC(=S)NCCc1ccccc1)C(c1cccs1)N1CCN(C)CC1 (stereo unspecified) | -5 | . | 8 | 2 | -84 | -6 | -11 | 2 | -9 | -1 | 1
C[C@H]1C[C@@H]2[C@H]([C@@H](O)C[C@@]3(C)[C@H]2CC[C@]3(O)C(=O)CO)[C@@]2(C)C=CC(=O)C=C12 | 16 | 5 | -6 | -4 | -13 | -9 | 12 | 3 | 17 | 20 | 74*
CCc1nc2ccc(C(=O)NCc3ccc(OC)cc3)cn2c1N(CC)CCN(C)C | -12 | . | -10 | . | -7 | -15 | -2 | -3 | -3 | -7 | -4
COc1cc2c3c(c1OC)C1(C=CC(=O)C=C1)CC3N(C(=O)CCC(=O)O)CC2 (stereo unspecified) | -6 | 3 | -7 | -2 | -17 | 2 | -12 | -12 | 20 | 2 | 11
Cn1c(=O)c2c(nc(N3CCc4ccccc4C3)n2Cc2ccccc2F)n(C)c1=O | 47 | 21 | 61* | 3 | 40 | 37 | -1 | 12 | 20 | -1 | 13
O=C(COc1ccccc1)N1CCN=C1SCc1ccc(F)cc1 | -3 | 7 | -13 | -1 | -23 | 14 | 8 | -7 | 11 | -8 | -6
COC(=O)C1=C(COc2ccccc2)NC(=O)NC1c1ccc(Br)cc1 (stereo unspecified) | -19 | 2 | -2 | -1 | 4 | 36 | -9 | 5 | 21 | -5 | -6
Nc1ccc(N2CCCC2)c(S(=O)(=O)Nc2cccc(C(F)(F)F)c2)c1 | 7 | -1 | 17 | . | 34 | -4 | -9 | 10 | 17 | -14 | 28
COc1cc(NC(=O)CN2c3ccccc3CC2C)cc(OC)c1OC (stereo unspecified) | 5 | -5 | 3 | 1 | 19 | 5 | -3 | 2 | 2 | -2 | 3
CC(C)CCn1c(=O)c(C(=O)N/N=C/c2cccc(F)c2)c(O)c2ccccc21 | -12 | 10 | 15 | -1 | 33 | 6 | -8 | 24 | 14 | -15 | 19
Cc1ccc(S(=O)(=O)Nc2cccc(-n3cnnn3)c2)cc1 | -4 | 2 | 15 | 4 | 7 | 13 | -23 | 8 | 14 | 1 | -1
CCOC(=O)C(=CNCC(=O)O)C(=O)OCC | 27 | 7 | -3 | 5 | -47 | -7 | -3 | 9 | -3 | -1 | 3
CCc1ccc(C(=O)NC(=S)Nc2ccc3c(c2)OCCO3)cc1 | -15 | -4 | -9 | -4 | -14 | -311 | -120 | 1 | -228 | -10 | 1
Cc1cccc2nc(CSc3ccccc3C(=O)O)cn12 | -24 | -21 | -4 | -3 | -3 | -18 | 4 | 0 | -9 | -2 | -1
COc1ccc(NC(=O)c2cccnc2)cc1OCC(C)C | 8 | 3 | -7 | -1 | 11 | 8 | -31 | -5 | 14 | -20 | 26
O=C(NCC(c1ccco1)N1CCCC1)c1cn(-c2ccccc2)nc1-c1ccc(F)cc1 (stereo unspecified) | 13 | -10 | -10 | . | -14 | 18 | 8 | 19 | -5 | -15 | 14
O=C(NC1CCCC1)c1ccc2nc(-c3ccco3)c(-c3ccco3)nc2c1 | 17 | -7 | 24 | -2 | -8 | -6 | -23 | 9 | -30 | -1 | 7
CN(C)CCCNc1oc(-c2ccccc2)nc1C#N | 13 | 3 | -4 | 1 | 8 | 4 | -10 | -5 | -6 | 6 | 3
CCCS(=O)(=O)N1CCc2cc(OC)c(OC)cc2C1 | -37 | 2 | -23 | 2 | -12 | -3 | -19 | -3 | 5 | -4 | -3
Cc1c(OC(C)C(=O)NCCN2CCOCC2)ccc2c3c(c(=O)oc12)CCCC3 (stereo unspecified) | 26 | 11 | -17 | 0 | -3 | 5 | -2 | 0 | 4 | 0 | 8
Cc1cc2ncc(C(=O)Nc3ccsc3C(=O)O)c(C)n2n1 | 22 | 12 | 15 | 6 | 13 | -2 | -19 | 5 | 1 | 6 | -14
CCOc1ccc(C(C(=O)NCC2CCCO2)N(C(=O)c2snc(C(N)=O)c2N)c2ccc3c(c2)OCCO3)cc1 (stereo unspecified) | 6 | -3 | 7 | 6 | 3 | 30 | -14 | 6 | 15 | 10 | -15
COc1ccccc1C(=O)Nc1ccc(S(=O)(=O)Nc2cnc3ccccc3n2)cc1 | 3 | -1 | -9 | 2 | -16 | -20 | -5 | -1 | 2 | -2 | -11
CC(C)Cc1nnc(NC(=O)c2ccc(-n3cncn3)c([N+](=O)[O-])c2)s1 | -8 | . | -1 | . | 16 | -7 | -2 | -5 | 13 | 5 | -13
CC(C)(C)c1cc(C(=O)N2CCc3ccccc32)ccn1 | -20 | 10 | -8 | 4 | 10 | 7 | -37 | 0 | -43 | -12 | -5
O=C(Cc1ccccc1)N/N=C/c1ccc(S(=O)(=O)O)o1 | 3 | 0 | -5 | -2 | -10 | 16 | -7 | 14 | 16 | 0 | -4
COc1c(C)cc(S(=O)(=O)NCc2ccccn2)c(C)c1C | 14 | -10 | -8 | 2 | 0 | 12 | -4 | 0 | 6 | -6 | -8
COc1cccc(OCc2cc(C(=O)NCc3ccccn3)no2)c1 | -58 | -104 | -22 | -2 | -144 | -311 | -125 | 2 | -224 | -8 | 14
COc1ccc(NC(=O)C[C@H]2C(=O)N(CCc3ccccc3)C[C@@H]2C)cc1 | 2 | . | 0 | . | -17 | -18 | -20 | -17 | -23 | 6 | -1
Cc1ccc(O)c(-c2cc(-c3ccc(F)cc3)no2)c1 | -36 | -30 | -1 | 2 | -39 | -307 | -216 | 69* | -277 | -38 | -7
Cc1ccc(S(=O)(=O)NC(CC(C)C)C(=O)N2CCCC2)cc1 (stereo unspecified) | 3 | -3 | 4 | 0 | -9 | 4 | 1 | 4 | 3 | 9 | 0
O=C(NCCc1ccccn1)c1cc(-c2cccc3ccccc23)nc2ccccc12 | 4 | -9 | 24 | 8 | -9 | 29 | -2 | 10 | 7 | 5 | -1
CCCCC(=O)Nc1ccc(NC(=O)c2ccccc2[N+](=O)[O-])cc1OC | -4 | 7 | 1 | 5 | -14 | 26 | -11 | 0 | 7 | -2 | 15
CCC1CCCCN1C(=O)c1sc2nc(C)nc(N(CC)CC)c2c1C (stereo unspecified) | -1 | 16 | 6 | 1 | 14 | 12 | -28 | -9 | 12 | 7 | -5
O=C1c2ccccc2C(=O)N1CCCCCc1nc(-c2ccccc2)no1 | 15 | 14 | -9 | -1 | -28 | 10 | 20 | 2 | 8 | 7 | -16
CCCc1cc2c(cc1N(C)S(=O)(=O)c1ccccc1)OCO2 | -2 | 1 | 17 | . | -10 | 23 | -16 | 17 | 20 | 1 | 3
C=C1N(CCCCCC(=O)O)C(=O)OC12CCCCC2 | -18 | -5 | 2 | -3 | -8 | 6 | 0 | -10 | 5 | -6 | -14
COc1ccc(Cc2noc(CN(C)CC3(N4CCOCC4)CCCCC3)n2)cc1OC | -22 | -3 | -9 | 1 | 28 | 6 | 0 | -13 | 6 | -9 | -13
Cc1ccc(S(=O)(=O)CCC(=O)OCC(=O)N2CCN(S(=O)(=O)c3ccccc3)CC2)cc1 | 3 | 5 | 8 | 0 | -11 | -1 | 6 | -10 | 8 | 8 | 1
COc1ccc(C(=O)NCCc2cc3c(OC)ccc(OC)c3[nH]c2=O)cc1OC | -8 | -5 | -8 | 4 | 41 | 24 | -9 | 8 | 23 | 10 | -9
Cc1cc(C)n2nc3ccccc3c2n1 | 1 | 6 | 5 | 2 | 7 | -9 | -20 | 10 | 3 | 2 | 1

Reprinted at random: 3 compounds from above.
SMILES | TROY signal inh | TRPM1 prom inh | TWEAK-Fn14 inh | NR2E3 ag-1 | Shn3 3UTR inh | Peg3 promoter | NR2E3 ag-2 | TRAIL sens C8 | HIF-2a inh | KKLEB tox | CF NFkB block
C=C1N(CCCCCC(=O)O)C(=O)OC12CCCCC2 | -18 | -5 | 2 | -3 | -8 | 6 | 0 | -10 | 5 | -6 | -14
COc1c(C)cc(S(=O)(=O)NCc2ccccn2)c(C)c1C | 14 | -10 | -8 | 2 | 0 | 12 | -4 | 0 | 6 | -6 | -8
COc1ccc(NC(=O)C[C@H]2C(=O)N(CCc3ccccc3)C[C@@H]2C)cc1 | 2 | . | 0 | . | -17 | -18 | -20 | -17 | -23 | 6 | -1

New compounds follow.
SMILES | TROY signal inh | TRPM1 prom inh | TWEAK-Fn14 inh | NR2E3 ag-1 | Shn3 3UTR inh | Peg3 promoter | NR2E3 ag-2 | TRAIL sens C8 | HIF-2a inh | KKLEB tox | CF NFkB block
Cc1cccc(C)c1-n1nnnc1C(c1cccs1)N1CCN(C/C=C/c2ccccc2)CC1 (stereo unspecified) | 10 | . | -1 | . | 13 | 10 | 4 | -12 | -24 | -6 | 2
O=C(CSc1nnc(C2CC2)n1Cc1ccccc1)c1ccc(S(=O)(=O)N2CCOCC2)cc1 | -5 | 3 | 3 | 3 | 9 | 14 | -18 | -14 | 22 | 9 | -9
COC(=O)C1NC(=O)N2C(C(=O)OC)C(C)(C)S[C@H]12 (stereo partly specified) | 4 | 6 | 5 | -2 | -6 | -8 | 18 | 1 | 7 | -1 | -13
Cn1ccc2c(-c3ccc4c(c3)OCCO4)cc3c(c21)C1CCC3O1 (stereo unspecified) | -41 | . | -40 | . | -29 | -127 | -26 | -1 | -192 | 10 | -12

Screening data (PubChem BioAssay)
